Compound activity (PubChem BioAssay)
miR122 inh: inhibitors of miR-122 in Huh7 cells; 340,000 compounds, 0.3% hits; activation (reporter increase), % at 12.5 µM; Huh7 miR-122 Renilla luciferase sensor, 48 h; neutral wells = 0, positive control = 100;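 active = mean replicate activation score at least 90 and every replicate individually at or above 90; inconclusive = only one of the two criteria met; inactive = neither criterion met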;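 note: higher luciferase means less miR-122 activity so hits act as miR-122 inhibitors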
Cneo AK release: causes C. neoformans cell lysis | adenylate kinase release luminescence, 4 h; normalised: neutral wells 0, clomiphene wells 100 | lysis activity, % at 15 µM | 360,000 compounds, 0.2% hits;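 active = mean lysis activity across replicates of at least 80%, whatever share of replicates individually reach that level; inactive = mean lysis activity below 80%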
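Test system: log-phase Cryptococcus neoformans yeast cells; Quantity: yeast cell density of 5 × 10^6 cells/mL; Buffer or medium: YPD; Doses: single compound concentration per well; Timing: 4 h at 37 °C static, read 1 h later; Measured by: AK luminescence; Read-out basis: lysis from increased AK signal; Control set: Clomiphene as positive control.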
INS-1E GSIS act: primary screen for activators of insulin secretion dependent on glucose, INS-1E cells, GLuc reporter luminescence; AID 743287; activation, % at 16.6 µM; INS-1E GLuc reporter insulin secretion, 2-3 h; 370,000 compounds, 0.61% hits;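 active = lowest replicate activation of at least 40%, so every replicate reaches that level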;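 note: 0% = median of neutral control wells and 100% = median of IBMX positive control wells; some compounds called inactive have numbers as strong as hits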
FN deposit inh: fibronectin deposition inhibition. 350,000 compounds, 0.086% hits. AH1F fibroblasts, Alexa488-fibronectin deposition fluorescence, overnight. inhibition, % at 12.6 µM;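 active = mean inhibition across replicates of 30% or more, regardless of how many single replicates reach that level; inconclusive = mean under 30% yet at least half of replicates reach 30%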;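 note: positive control wells lacked labelled fibronectin entirely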
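Material: AH1F fibroblasts assembling fluorescent fibronectin matrix; amount: 10000 AH1F cells/well; medium: DMEM, 2% serum; reagent: Alexa488-fibronectin, 24 nM final in well; dosing: single compound dose, delivered by pin transfer; incubation: 1 h adhesion, overnight exposure; detection: fluorescence after three HBSS washes, excitation 485 nm, emission 525 nm; measure: fibronectin deposition inhibition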
CFTR F508del cor: CFTR F508del correction in bronchial cells; CFBE cells, YFP halide quenching; stimulated with forskolin plus potentiator P3; % fluorescence drop versus neutral controls; activity (quench increase), % at 7.58 µM; 350,000 compounds, 0.36% hits;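 active = mean added fluorescence quench of at least 8% versus neutral control, with both replicates also reaching 8%; inconclusive = only one of the mean or replicate conditions met; inactive = mean below 8% and not both replicates reaching 8%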;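 note: cells transiently co-express mutant CFTR-F508del with the halide-sensitive YFP; corrector assay measuring rescue of mutant channel to the surface after 24 h compound exposure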
PglD inh: blocks C. jejuni PglD acetyltransferase activity; inhibition, % at 12.5 µM; purified PglD enzyme, DTNB colorimetric CoA detection; AID 602405; 360,000 compounds, 0.098% hits; in the data active = inhibition above about 16%, passing the limit was not always enough; inconclusive = no clear call, values can overlap the other calls; note: strong numbers were not always called active
C2C12 statin: suppression of simvastatin myotoxicity | rescue of ATP level, % at 7.49 µM | 330,000 compounds, 0.78% hits | C2C12 myotubes + simvastatin, ATP luminescence, 48 h; scaled: DMSO 0, geranylgeraniol control 100;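 active = mean ATP rescue above about 67%, or every replicate alone reaching that limit, limit read from the data, passing the limit was not always enough; inconclusive = no clear call, values can overlap the other calls; inactive = mean under the limit and some replicate under it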;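 note: myotubes were challenged with 10 µM simvastatin during compound exposure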
PGC1a acetyl inh: lowers PGC1a acetylation signal in U2OS cells; AlphaScreen anti-acetyl-lysine; with virally co-expressed GCN5 acetyltransferase; inhibition, % at 15.6 µM; 350,000 compounds, 0.17% hits;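 active = every replicate shows inhibition of at least 40%; inconclusive = mean inhibition at least 40% but some replicate below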;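 note: 0% = neutral control wells and 100% = positive control wells; some results beyond the cut were filed as inactive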
* = called active by the depositor; u = inconclusive; x = no result given; & = joins results of further samples; [ ] = another dose, or the depositor's remark. Hits appear at their usual frequency (roughly 2.1% active in at least one column).

SMILES	miR122 inh	Cneo AK release	INS-1E GSIS act	FN deposit inh	CFTR F508del cor	PglD inh	C2C12 statin	PGC1a acetyl inh
CCCC(C(=O)NC1CCCC1)N(CCN(CC)CC)C(=O)c1snc(C(N)=O)c1N (stereo not drawn)	-6.4	x	7.8	1.3	-1.2	x	-7.6	x
C[C@H](CO)N1C[C@H](C)[C@@H](CN(C)C(=O)c2cnccn2)Oc2cc(C#CCC3CCCC3)ccc2S1(=O)=O	35.2	-1.8&-4.5&-4.1	-4.6&-19.4	-3.8&2.3	-0.9&-3.3&-3.6	-2.6&3.8&3.6	-0.3&-6.7&4.2	5.4&-9.7
COc1ccc(S(=O)(=O)N(C)C[C@@H]2OCCCC[C@H](C)Oc3ccc(NC(=O)Nc4ccc(F)cc4)cc3C(=O)N([C@H](C)CO)C[C@@H]2C)cc1	-2.9[16.7 µM]	-6.8	-14.0	0.7	1.1	-0.3	-13.6	8.6
COc1cc(NC(=O)c2ccccc2)c(OC)cc1NC(=O)CN1C(=O)NC2(CCCCC2C)C1=O (stereo not drawn)	-2.4	3.0	-16.9	-2.7	0.6	2.6	2.0	-2.1
Nc1cc(=O)[nH]c(SCC(=O)Nc2cc(S(=O)(=O)N3CCCCC3)ccc2Cl)n1	-2.4	-0.7	-3.2	5.0	-0.1	-0.8	-2.3	2.9
COc1ccccc1C#Cc1ccc([C@H]2[C@H](CO)N3CCCCN(C(=O)C4CC4)C[C@@H]23)cc1	-23.5[16.7 µM]	-0.8	x	x	-0.4	3.2	x	-14.8
O=C(O)CCCNC(=O)c1ccc(NC(=O)Cc2ccc(Cl)cc2)cc1	x	x	7.9	-3.6	0.2	x	x	-8.9
CCOC(=O)Cc1[nH]nc2c1C(c1cccc(OC)c1OC)C(C#N)=C(N)O2 (stereo not drawn)	1.7	0.8	x	-6.9	x	1.1	x	5.0
CN(C)c1cccc(C(=O)OCC(=O)N(Cc2ccccc2)C2CCS(=O)(=O)C2)c1 (stereo not drawn)	-5.5	1.2	2.8	0.5	-0.4	0.6	2.9	5.5
C[C@@H]1CN([C@@H](C)CO)C(=O)c2cccc(NC(=O)C3CCOCC3)c2O[C@@H]1CN(C)S(C)(=O)=O	2.0[16.7 µM]	1.0	-0.4	x	-1.9	4.0	-4.3	-4.7
Cc1ccc(OCc2cc(C(=O)NC3CCOC3)no2)cc1C (stereo not drawn)	-2.2	2.1	13.6	-4.0	0.2	-4.7	2.7	0.5
CS(=O)(=O)NCCC1=CCCCC1	0.2	-1.6	x	5.7	x	-5.3	0.2	-8.2
CC=Cc1ccc2n(c1=O)C[C@@H]1[C@@H](CO)[C@H](C(=O)NCCC)[C@H]2N1Cc1cccnc1 (mixture of isomers)	7.5[16.7 µM]	44.9	6.6	x	-3.6	2.3	-2.1	-6.7
CN1C(=O)c2cc(NS(=O)(=O)c3ccc(F)cc3)ccc2OC[C@@H]2O[C@H](CC(=O)O)CC[C@H]21	-2.1[16.7 µM]	-5.3	5.7	3.2	-0.8	5.6	7.5	10.3
COCCNC(=O)c1onc(CS(=O)(=O)c2cc(C)cc(C)c2)c1C(=O)NCCOC	-6.0	-0.1	8.7	-3.6	-1.6	1.6	10.4	59.3
CC(=O)Oc1cc2c(cc1Cl)C1(CC(c3ccccc3Cl)O2)CC(C)(C)NC(=S)N1 (stereo not drawn)	-6.0	3.1	x	-17.0	x	0.1	39.2	9.2
O=C(O)c1cc(S(=O)(=O)NCCCN2CCCC2=O)ccc1Cl	x	5.4	-9.0	7.6	-4.2	-3.7	0.4	5.5
Cc1ccc(N2C(=O)C(Cl)=C(Nc3c(C)n(C)n(-c4ccccc4)c3=O)C2=O)cc1	-0.2	1.6	-4.7	x	x	-4.4	16.5	16.1
CC1CCCC(C)N1/N=C/c1ccccc1Br (stereo not drawn)	13.7	-2.1	5.8	3.3	1.7	-2.3	-4.2	3.9
COc1ccc(S(=O)(=O)N(C)C[C@H]2Oc3ccc(NC(=O)c4ccncc4)cc3C(=O)N([C@H](C)CO)C[C@@H]2C)cc1	-11.7[16.7 µM]	54.1&-5.4	7.8	-3.6	0.4&2.0	-5.0&1.2	-6.8&8.7	-5.5
CC(NCCOc1ccccc1F)C(=O)Nc1ccc(S(N)(=O)=O)cc1 (stereo not drawn)	-3.5	0.6	-1.8	0.6	-1.9	2.5	u	8.2
Cc1ccsc1-c1nc(CN2C[C@@H](C)O[C@@H](C)C2)c(C)o1	x	x	2.2	-6.0	1.5	x	x	-5.5
COc1cccc(-c2cn(CC[C@H]3CC[C@H](NS(=O)(=O)Cc4ccccc4)[C@@H](CO)O3)nn2)c1	2.8[16.7 µM]	0.5	7.8	15.3	2.0	-0.3	0.1	-3.5
CC(NC(=O)C(=O)N1CCCCC1)C(c1cccs1)N1CCN(c2ccccc2F)CC1 (stereo not drawn)	0.5	0.3	-18.1	5.6	-1.6	-3.0	13.4	11.4
CCOc1ccc(C(C)NC(=O)C2CCCC2)cc1 (stereo not drawn)	-4.0	-0.5	-2.1	x	-3.2	5.2	0.6	-13.1
COc1ccc2c(c1)C1C=CCC1C(c1cc3c(cc1Br)OCO3)N2 (stereo not drawn)	3.7	3.6	x	12.0	x	-0.1	x	x
COC(=O)[C@H]1C[C@H](C(=O)O)[C@@H](C)C1(C)C	-10.2	0.2	x	0.7	0.8	-1.6	1.8	2.8
Cn1c(CSCC(=O)Nc2ccccc2)nnc1SCc1ccccc1	x	x	-6.3	-9.2	-1.5	x	-0.6	x
Cc1cc(-c2cccs2)c2c(n1)sc1c(=O)[nH]c(=O)[nH]c12	-7.2	-1.1	x	-2.1	x	-4.1	-5.8	-6.1
CCOC(=O)/C(C#N)=C1/SC(CCO)C(=O)N1c1ccccc1 (stereo not drawn)	-1.7	-0.4	9.7	x	x	-11.9	x	-0.9

Reprinted at random: 5 records from the list, in no set order.
SMILES	miR122 inh	Cneo AK release	INS-1E GSIS act	FN deposit inh	CFTR F508del cor	PglD inh	C2C12 statin	PGC1a acetyl inh
Cn1c(CSCC(=O)Nc2ccccc2)nnc1SCc1ccccc1	x	x	-6.3	-9.2	-1.5	x	-0.6	x
CC(=O)Oc1cc2c(cc1Cl)C1(CC(c3ccccc3Cl)O2)CC(C)(C)NC(=S)N1 (stereo not drawn)	-6.0	3.1	x	-17.0	x	0.1	39.2	9.2
Cc1ccc(OCc2cc(C(=O)NC3CCOC3)no2)cc1C (stereo not drawn)	-2.2	2.1	13.6	-4.0	0.2	-4.7	2.7	0.5
COc1ccc(S(=O)(=O)N(C)C[C@H]2Oc3ccc(NC(=O)c4ccncc4)cc3C(=O)N([C@H](C)CO)C[C@@H]2C)cc1	-11.7[16.7 µM]	54.1&-5.4	7.8	-3.6	0.4&2.0	-5.0&1.2	-6.8&8.7	-5.5
C[C@@H]1CN([C@@H](C)CO)C(=O)c2cccc(NC(=O)C3CCOCC3)c2O[C@@H]1CN(C)S(C)(=O)=O	2.0[16.7 µM]	1.0	-0.4	x	-1.9	4.0	-4.3	-4.7

Continuation:
SMILES	miR122 inh	Cneo AK release	INS-1E GSIS act	FN deposit inh	CFTR F508del cor	PglD inh	C2C12 statin	PGC1a acetyl inh
Cc1ccc(CN2CCSc3ccc(C(=O)NCCCN4CCOCC4)cc32)cc1	x	-1.6	-2.9	11.6	1.7	2.6	-29.9	-1.5
COc1ccc(S(=O)(=O)N[C@H]2CC[C@@H](CC(=O)NCCc3ccccc3)O[C@H]2CO)cc1	x	0.0	-6.7	-3.9	-1.7	2.1	-2.3	-7.9
CO[C@H](CN(C)C(=O)C1CCOCC1)[C@H](C)CN([C@H](C)CO)S(=O)(=O)c1ccccc1	x	7.3	3.9	2.8	2.3	2.3	3.1	5.2
CCOC(=O)C1(Cc2ccccc2C)CCCN(C(=O)c2ccc(C(C)=O)s2)C1 (stereo not drawn)	-5.3	9.8	-8.4	-4.2	-2.3	-4.2	1.3	15.4
Cc1ccc(N(C)S(=O)(=O)c2cccc(C(=O)N(C)Cc3cnn(-c4ccccc4)c3)c2)cc1	-2.6	-0.5	-39.8	3.2	-0.7	0.3	-29.0	x
CO[C@H]1CC[C@H]2CCOc3c(C#N)cccc3C(=O)N(C)[C@@H](C)C(=O)N(C)C[C@@H]1O2	x	0.4	7.3	-7.3	x	1.2	-1.1	x
COCCCNC(=S)NNC(=O)c1cc(Cl)c(O)c(Cl)c1	-4.6	x	1.4	1.6	0.6	x	5.0	-7.0
Nc1ccc(Nc2nc(-c3cccs3)cs2)cc1	x	x	15.1	-3.3	1.5	x	x	0.9
CC(C)(COC(=O)C(c1ccccc1)c1ccccc1)CN1CCOCC1	5.4	x	10.7	2.5	4.0	x	1.7	-7.9
COc1ccc(NC(=O)CN(C)Cc2cccs2)cc1Cl	44.6	12.2	-13.8	7.8	-2.4	-3.0	11.8	0.7
COc1ccc(N2CCN(S(=O)(=O)c3ccc4c(c3)NC(=O)C(C)C(=O)N4)CC2)cc1 (stereo not drawn)	-4.2	-0.4	x	0.5	0.3	-0.7	6.4	1.7
CC1(C)NC(=O)N(CCCCOc2ccc(Cl)cc2C=O)C1=O	0.7	0.6	-13.2	-0.1	0.3	-0.8	-17.7	x
O=c1cn[nH]c2ccccc12	2.1	-0.1	2.4	-5.8	1.2	0.3	x	4.7
Cc1ccccc1N1C(=O)C2ON(c3ccccc3)C(c3ccncc3)C2C1=O (stereo not drawn)	9.1	-0.5	x	1.3	x	-4.6	2.0	x
Cc1ccc(S(=O)(=O)NC(=O)N(CCC#N)Cc2ccccc2)cc1	x	2.5	15.8	6.1	3.8	-8.2	-9.3	8.3
Cc1cc(OCC(F)(F)C(F)(F)C(F)(F)C(F)(F)C(F)(F)C(F)F)nc(N)n1	0.3	-1.0	x	10.1	x	-0.4	-16.4	-1.9
Cn1c(SCC(=O)NC2CCS(=O)(=O)C2)nc2ccccc21 (stereo not drawn)	-9.4	-0.5	-10.1	-12.7	0.2	-3.5	-3.7	0.2
Cc1ccc(-c2csc3ncnc(NS(=O)(=O)c4ccc(Cl)cc4)c23)cc1	10.3	0.6	36.3	0.5	x	-1.0	-6.8	-5.1
CSc1nc(N(C)CCO)c2sc3nc(-c4ccco4)c4c(c3c2n1)CCC4	-8.3	3.0	x	x	x	-6.3	3.3	x

Two of these compounds in another layout:
CC(C)(COC(=O)C(c1ccccc1)c1ccccc1)CN1CCOCC1
  miR122 inh: 5.4; Cneo AK release: x; INS-1E GSIS act: 10.7; FN deposit inh: 2.5; CFTR F508del cor: 4.0; PglD inh: x; C2C12 statin: 1.7; PGC1a acetyl inh: -7.9
COc1ccc(N2CCN(S(=O)(=O)c3ccc4c(c3)NC(=O)C(C)C(=O)N4)CC2)cc1 (stereo not drawn)
  miR122 inh: -4.2; Cneo AK release: -0.4; INS-1E GSIS act: x; FN deposit inh: 0.5; CFTR F508del cor: 0.3; PglD inh: -0.7; C2C12 statin: 6.4; PGC1a acetyl inh: 1.7
